High-throughput results (PubChem BioAssay)
AMA1-RON2 inh: inhibitors of Plasmodium falciparum AMA1-RON2 interaction. 360,000 tested, 0.2% active. Potency, µM (highest dose often 58.2 µM), for the others: at the top dose activity change, negative = inhibition, hits mostly inhibitors. AlphaScreen AMA1-biotinylated RON2 peptide binding;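 note: potency is the fitted concentration of half-maximal effect; 0% = vehicle wells and -100% = peptide control; nearly all actives have a fitted effect of over 45% in size; some results filed as inactive show a strong effect at the top dose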
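AMA1 (3D7) with his tag at 25 nM final met compounds first, then biotinylated RON2 peptide at 25 nM; detection used donor plus acceptor beads, 10 µg/mL apiece, read by AlphaScreen after 30 min at room temperature.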
AmpC inh detg: inhibitors of E. coli AmpC beta-lactamase with detergent; AmpC hydrolysis of nitrocefin, absorbance 480 nm, 0.01% Triton; AID 485294; 370,000 tested, 0.041% active; Potency, µM (titrated, usually from 114 µM), for the others: at the top dose activity change, negative = inhibition, most hits filed as inhibitors;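 note: potency is the fitted concentration of half-maximal effect; 0% = no-compound wells and -100% = no-enzyme wells; nearly all actives have a fitted effect of over 25% in size; some results filed as inactive show a strong effect at the top dose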
Target sequence (P00811 whole entry, looked up): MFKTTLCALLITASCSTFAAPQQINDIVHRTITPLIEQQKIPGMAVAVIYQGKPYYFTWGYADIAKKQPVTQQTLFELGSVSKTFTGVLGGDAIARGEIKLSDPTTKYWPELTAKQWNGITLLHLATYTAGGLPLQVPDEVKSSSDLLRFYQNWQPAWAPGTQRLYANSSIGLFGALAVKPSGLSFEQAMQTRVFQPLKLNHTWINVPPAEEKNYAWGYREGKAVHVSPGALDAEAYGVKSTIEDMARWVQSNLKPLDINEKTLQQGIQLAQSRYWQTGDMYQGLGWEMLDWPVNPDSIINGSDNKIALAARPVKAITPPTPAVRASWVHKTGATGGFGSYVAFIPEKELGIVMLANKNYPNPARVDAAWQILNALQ
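20 mM phosphate pH 7.0 + 0.01% (detergent screen) or 0.0001% Triton X-100; 5.3 nM AmpC reagent; cpd preinc 15 min RT; nitrocefin (800 uM stock) to start; A480 q20 s × 4 min; Activity was normalised to no-enzyme and no-compound control wells.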
Shiga inhibitor: Shiga toxin inhibition | Vero cells, Shiga toxin protein synthesis inhibition reporter | 290,000 tested, 9.2% active | inhibition, % at 38.7 µM | AID 2315; in the data active = inhibition mostly above about 28%, no sharp cut-off; inactive = mostly below about 43%; note: 0% is about no effect
AmpC inh no detg: blocks E. coli AmpC beta-lactamase in detergent-free assay | AmpC nitrocefin hydrolysis, absorbance 480 nm, 0.0001% Triton | AID 485341 | P00811 | Potency, µM (doses to about 57.1 µM), for inactives: top-dose activity change, negative = inhibition, actives largely listed as inhibitors | 330,000 tested, 0.52% active;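 note: potency is the fitted concentration of half-maximal effect; plate controls were no compound for no effect and no enzyme for full effect; nearly all actives have a fitted effect of over 20% in size; some results filed as inactive show a strong effect at the top dose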
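20 mM phosphate pH 7.0 + 0.01% (detergent screen) or 0.0001% Triton X-100; 5.3 nM AmpC reagent; cpd preinc 15 min RT; nitrocefin (800 uM stock) to start; A480 q20 s × 4 min; Activity was normalised to no-enzyme and no-compound control wells.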
Cycloheximide cs: affects cycloheximide protein synthesis inhibition readout, counter-screen; cell reporter, cycloheximide protein synthesis inhibition counterscreen; max response, %; 300,000 tested, 12% active; AID 2314; in the data active = max response mostly above about 13%, no sharp cut-off; inactive = mostly below about 14%; note: read at 38.3 µM for the half of the compounds with a filed dose; 0% is about no effect
FBPA Giardia inh: inhibitors of Giardia lamblia fructose-1,6-bisphosphate aldolase | purified Giardia FBPA | Potency, µM (highest dose often 59.6 µM), without a hit: at the top dose activity, negative = inhibition, hits mostly inhibitors | 290,000 tested, 0.71% active; note: potency is the fitted concentration of half-maximal effect; % is set by controls: 0 for no effect and ±100 for the full control effect; nearly all actives have a fitted effect of over 55% in size
Target sequence (A8B2U2 whole entry, looked up): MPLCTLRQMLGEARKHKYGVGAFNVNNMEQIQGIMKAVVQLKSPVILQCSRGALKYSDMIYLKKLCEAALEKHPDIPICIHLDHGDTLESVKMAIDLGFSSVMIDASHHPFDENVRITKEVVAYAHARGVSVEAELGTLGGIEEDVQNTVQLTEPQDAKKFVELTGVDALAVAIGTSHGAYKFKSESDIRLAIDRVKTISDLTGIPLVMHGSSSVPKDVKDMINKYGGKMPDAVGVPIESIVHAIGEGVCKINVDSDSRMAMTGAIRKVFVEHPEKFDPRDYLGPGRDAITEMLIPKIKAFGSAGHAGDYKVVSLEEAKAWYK
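Giardia FBPA (40 nM reagent) was preincubated 10 min at RT with compound (up to 57.5 uM final), then substrate plus GAPDH/TPI/NAD/arsenate coupling system with diaphorase/resazurin was added; resorufin fluorescence (525/598 nm) was read after 20 min.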
HCMV antiviral: blocks human cytomegalovirus replication | HFF cells, HCMV-luciferase reporter, 72 h; stronger effect = lower value | activity change, negative = inhibition, % at 57.5 µM | 410,000 tested, 4.5% active | AID 1259415; in the data active = activity change below about -60%; inconclusive = no clear call, values can overlap the other calls; inactive = above about -39%; note: % is set by controls: 0 for no effect and ±100 for the full control effect
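Inhibition of viral replication was scored as loss of reporter luminescence in HFFs infected with HCMV-luciferase (MOI 1 PFU/cell) for 72 h; compounds tested at 2 doses, normalized to buffer and Salinomycin controls.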
* = called active by the depositor; u = inconclusive; x = not tested or not shown; [ ] = another dose, or the depositor's remark. Unless noted, calls come from the whole dose curve; as a rule, active = well fitted curve in the direction sought with a large enough effect; inconclusive = small, poorly fitted or top-dose-only effect, or another doubt; inactive = no such curve, though single readings can be large; an effect the other way counts as inactive or inconclusive.

entry	mol	FBPA Giardia inh	AMA1-RON2 inh	AmpC inh no detg	Cycloheximide cs
1	CCOC(=O)c1c(C2CC2)csc1NC(=O)COC(=O)c1ccc[n+]([O-])c1	6%	-4%	169%[activator]	-5
2	O=C(NC1CCCCC1)c1ccccc1C(F)(F)F	6%	-1%	-7%	9
3	Cc1cccc(NCc2nnc(-c3ccccc3)o2)c1C	0%	-23%	1%	18
4	C[C@H]1CN([C@@H](C)CO)C(=O)Cc2cc(NS(=O)(=O)c3cccs3)ccc2O[C@H]1CN(C)S(=O)(=O)c1cn(C)cn1	x	-1%	62%[activator]	x
5	CCOC(=O)c1sc(NC(=O)c2ccc3ncsc3c2)nc1C	5%	20%	2%	25*
6	COCCNC(=O)C(c1ccc(Cl)cc1)N(CCOC)C(=O)CCC(=O)Nc1ccccn1 (stereo unspecified)	x	-6%	9%	-4
7	Cc1nn(-c2ccccc2)c(C)c1C(=O)OC(C)C(=O)NC1CCCCC1 (stereo unspecified)	x	0%	25%	x
8	CCc1nn(CC(=O)NCCCN2CCc3ccccc3C2)c(=O)c2cc3sccc3n12	u	6%	42%	1
9	O=C(NCCc1ccccc1)c1ccncc1	8%	x	-13%	32*
10	NC(=S)c1cc2cc(Cl)ccc2oc1=O	-7%	18%	-2%	4

entry	HCMV antiviral	AmpC inh detg	Shiga inhibitor
1	-18	u	-9
2	12	1%	20
3	u	u	38
4	-1	x	x
5	39	u	73*
6	-18	4%	-5
7	-36	x	x
8	5	-1%	7
9	x	-1%	95*
10	43	-7%	19

Other compounds:
entry	mol	FBPA Giardia inh	AMA1-RON2 inh	AmpC inh no detg	Cycloheximide cs
11	CCC1CCCCN1CCCNC(=O)Cn1c2ccccc2c2nc(=O)cc(C)n21 (stereo unspecified)	x	23%	-6%	-2
12	CN(C)S(=O)(=O)c1ccc(Cl)c(NC(=O)COC(=O)CC(NC(N)=O)c2ccc(Cl)cc2)c1 (stereo unspecified)	-4%	12%	49%	-5
13	O=C(CC(c1ccccc1)c1ccccc1)OCn1nnc2ccccc2c1=O	-2%	9%	1%	-2
14	O=C(Nc1cccc(Cl)c1)c1nc[nH]c1C(=O)N1CCN(c2ccccc2)CC1	x	118%[activator]	-21%	x
15	O=C(COC(=O)C1=COCCO1)Nc1ccc(OC(F)F)cc1	-2%	3%	-18%	38*
16	COCC(=O)Oc1c(S(=O)(=O)c2ccc(C)cc2)c(C)nn1-c1ccccc1	21%	2%	-11%	-1
17	Cc1cc(C)c(C)c(S(=O)(=O)N2CCN(C(=O)CCC(=O)N3CCOCC3)CC2)c1C	5%	-5%	149%[activator]	5
18	Cc1ccsc1/C=C(/C#N)C(=O)NCc1ccccc1	4%	1%	-27%	12*
19	COC(=O)CNC(=O)c1cccc(F)c1	1%	-5%	-12%	3
20	Cc1cccc(CCNC(=O)Cc2ccc(NC3=NC4CS(=O)(=O)CC4S3)cc2)c1 (stereo unspecified)	-22%	-9%	-4%	2

entry	HCMV antiviral	AmpC inh detg	Shiga inhibitor
11	43	-2%	13
12	-18	11%	3
13	-18	-1%	2
14	-11	0%	x
15	25	7%	53*
16	-37	-8%	-19
17	u	2%	-9
18	-30	-3%	27
19	44	4%	17
20	8	-6%	-4

Next section:
entry	mol	FBPA Giardia inh	AMA1-RON2 inh	AmpC inh no detg	Cycloheximide cs
21	CC1Cc2nc(SCC(=O)Nc3ccccc3F)n(C)c(=O)c2S1 (stereo unspecified)	1%	0%	-25%	-1
22	O=C(N/N=C/c1cnc(N2CCCCC2)s1)c1ccc(Cl)cc1	5%	63%[activator]	-39%	13
23	Cn1c(=O)[nH]c(=O)c2c1nc(N1CCNCC1)n2Cc1ccccc1Cl	2%	-27%	-8%	-1
24	Cc1ccc(S(=O)(=O)Nc2ccc(Cl)cc2C(=O)c2ccc(F)cc2)cc1	0%	5%[2.32 µM]	-20%	-5
25	COc1ccc(Cl)cc1NC(=O)CN(C)Cc1ccc(OC)c(OC)c1	u	u	54%	11*
26	CC1CCCC(C)N1C(=O)c1cc(-c2ccc3c(c2)OCO3)on1 (stereo unspecified)	2%	-20%	8%	54*
27	O=C(COc1ccc(C2SCCS2)cc1)NNC(=O)C(Cl)Cl	21%	73%[activator]	-45%	22*
28	COCCN(C(=O)CSc1ncc(C(F)(F)F)cc1Cl)c1c(N)n(Cc2ccccc2)c(=O)[nH]c1=O	-15%	-4%	4%[11.4 µM]	-2
29	O=C(NCC(=O)N1CCN(C(c2ccccc2)c2ccccc2)CC1)c1ccc(Br)o1	9%	-14%	14%	-2
30	CC1(C)NC(=O)N(CC(=O)OCC(=O)Nc2cccc(S(N)(=O)=O)c2)C1=O	3%	-3%	-5%	-4

entry	HCMV antiviral	AmpC inh detg	Shiga inhibitor
21	u	-15%	-3
22	20	-2%	35
23	-4	-6%	-7
24	-12	-14%	-4
25	u	-1%	-17
26	66	-6%	78*
27	84	3%	48
28	-17	-8%	-2
29	80	-13%	-2
30	17	-2%	-8

Five compounds picked at random from the list so far, as already listed:
entry	mol	FBPA Giardia inh	AMA1-RON2 inh	AmpC inh no detg	Cycloheximide cs
14	O=C(Nc1cccc(Cl)c1)c1nc[nH]c1C(=O)N1CCN(c2ccccc2)CC1	x	118%[activator]	-21%	x
22	O=C(N/N=C/c1cnc(N2CCCCC2)s1)c1ccc(Cl)cc1	5%	63%[activator]	-39%	13
6	COCCNC(=O)C(c1ccc(Cl)cc1)N(CCOC)C(=O)CCC(=O)Nc1ccccn1 (stereo unspecified)	x	-6%	9%	-4
25	COc1ccc(Cl)cc1NC(=O)CN(C)Cc1ccc(OC)c(OC)c1	u	u	54%	11*
13	O=C(CC(c1ccccc1)c1ccccc1)OCn1nnc2ccccc2c1=O	-2%	9%	1%	-2

entry	HCMV antiviral	AmpC inh detg	Shiga inhibitor
14	-11	0%	x
22	20	-2%	35
6	-18	4%	-5
25	u	-1%	-17
13	-18	-1%	2

Other results
entry	mol	FBPA Giardia inh	AMA1-RON2 inh	AmpC inh no detg	Cycloheximide cs
31	Cc1cc(C)cc(N2C(=O)CSC2c2cccs2)c1 (stereo unspecified)	u	17%	-6%	-3
32	Cc1ccc(-c2cc(C(=O)Nc3cnn(C45CC6CC(CC(C6)C4)C5)c3)no2)cc1	5%	-4%	-36%	-5
33	C/C(=N\NC(=O)c1cc(C(C)C)[nH]n1)c1ccncc1	10%	53%[activator]	-18%	32
34	CC(C)(C)OC(=O)C[C@@H]1C/C=C\C[C@H](CC(=O)N(CCO)Cc2ccccc2)C(=O)NCCOC1=O	x	-6%	131%[activator]	x
35	O=C(O)CCCNS(=O)(=O)c1ccc2ccccc2c1	27%	6%	-17%	-2
36	Cc1occc1C(=O)Nc1nnc(-c2ccncc2)s1	2%	13%	-18%	16
37	Cc1ccc(C(=O)NC(=S)Nc2ccc(N3CCOCC3)cc2)cc1C	-11%	-8%	-9%[2.29 µM]	4
38	CC(C)(C)OC(=O)NCCCCC1=CC2=CC(=O)C(C)(O)C(=O)C2=CO1 (stereo unspecified)	2%	1%	x	x
39	Clc1cncc(Cl)c1N/N=C/c1ccccc1	3%	-23%	-26%	29*
40	Cc1cc(=O)[nH]c(SCC(=O)NCC2CCCO2)n1 (stereo unspecified)	-3%	17%	-1%	-4

entry	HCMV antiviral	AmpC inh detg	Shiga inhibitor
31	27	-8%	17
32	-5	-9%	-8
33	25	u	49*
34	5	x	x
35	19	-7%	12
36	99	u	28
37	-24	u	5
38	-15	x	x
39	17	u	48*
40	0	-2%	-5

Next entries
entry	mol	FBPA Giardia inh	AMA1-RON2 inh	AmpC inh no detg	Cycloheximide cs
41	Cc1nn(-c2ccccc2)c(Cl)c1/C=N/N1CCN(c2ccccn2)CC1	5%	5%	-16%	-2
42	N#CC1=C(N)Oc2n[nH]c(-c3ccccc3)c2C12C(=O)Nc1ccccc12 (stereo unspecified)	-16%	2%	-18%	-2
43	O=C(NC(=S)Nc1ccc2oc(-c3ccncc3)nc2c1)c1ccccc1F	-20%	-11%	0%	-2
44	O=C(N/N=C(/CC(=O)c1cccs1)C(F)(F)F)c1ccc(O)cc1	14%	30%	7.9µM*	-2
45	COc1ccccc1-n1cnnc1SCC(=O)Nc1cccnc1Cl	1%	-8%	-12%	7
46	Cc1n[nH]c(C)c1Sc1ccccc1N=Cc1cc([N+](=O)[O-])ccc1O	-3%	x	-14%	-2
47	Cc1nn2c3c(cnc2c1-c1ccc(Cl)cc1)C(=O)CC(c1ccco1)C3 (stereo unspecified)	4%	40%[activator]	-32%	1
48	S=c1[nH]nc(Cc2ccccc2)n1-c1ccc(Cl)cc1	7%	114%[activator]	-18%	-2
49	Cc1cc(C)c(NC(=O)COc2nc3ccccc3nc2C)c(C)c1	4%	12%	-10%	2
50	C1CC(CN2CCOCC2)CN(c2nc3nonc3nc2N2CCSCC2)C1 (stereo unspecified)	7%	-2%	-3%	-1

entry	HCMV antiviral	AmpC inh detg	Shiga inhibitor
41	u	-1%	-10
42	8	-17%	-12
43	-6	-1%	-6
44	-39	-6%	36
45	17	2%	-2
46	x	2%	-8
47	1	-3%	-13
48	-12	0%	-17
49	u	u	-10
50	-19	0%	-17

Going on with the list.
entry	mol	FBPA Giardia inh	AMA1-RON2 inh	AmpC inh no detg	Cycloheximide cs
51	O=C(CN1CCN(S(=O)(=O)c2ccc(Br)s2)CC1)N1CCCCC1	x	-10%	112%[activator]	x
52	O=C1/C(=C/c2cccnc2)SC(=S)N1NS(=O)(=O)c1ccccc1	-23%	-1%	-39%	-7
53	COc1ccccc1/C=C/C=N/n1c(-c2ccccn2)n[nH]c1=S	u	-50%	-21%	34*
54	CCOc1cc(Cl)c(S(=O)(=O)NCCCN2CCOCC2)cc1Cl	1%	u	33%	-5
55	CCNC(=O)CSc1nnc(-c2cc(-c3ccc(Cl)cc3)nc3ccccc23)o1	-1%	20%	30%	-7
56	C/C(=N\NC(=O)CC1(C)OCCO1)c1cccs1	2%	-6%	-18%	1
57	CC(=O)Nc1ccc(S(=O)(=O)NCCc2ccc(S(N)(=O)=O)cc2)cc1	0%	3%	-17%	-1
58	CC(C)(C)c1cnnn1-c1ccc(C(=O)CCl)cc1	8%	2%	-7%	-2
59	O=C(COC(=O)c1ccccc1OCc1ccccc1Cl)NCC1CCCO1 (stereo unspecified)	x	-1%	91%[activator]	x
60	Cc1nn(Cc2ccc(Cl)c(Cl)c2)c(C)c1NC(=O)c1noc2c1CCCCC2	17%	5%	-1%	-2
61	CCN(CC(=O)NCc1ccco1)S(=O)(=O)c1ccc(F)cc1	11%	-6%	-6%	-3

entry	HCMV antiviral	AmpC inh detg	Shiga inhibitor
51	-36	-6%	x
52	7	-4%	-9
53	14	-1%	64*
54	u	5%	-6
55	-24	8%	-8
56	-34	u	16
57	-4	-6%	32
58	18	u	-8
59	-11	x	x
60	-37	-2%	-8
61	-11	-10%	-12
